MPTP inh – mitochondrial permeability transition pore inhibitors, primary screen, biochemical, isolated mouse mitochondria, absorbance. 1.4% of 360,000 active. inhibition, % at 10 µM. Ca2+ swelling absorbance, 30 min. AID 602449, 2012;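 active means inhibition of 50% or more, scaled per plate between neutral and stimulator controls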;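 further: 0% = DMSO wells given calcium and 100% = 1 mM EGTA wells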
The depositor's hits bear a star. Only part of the results is shown; the hit share may differ from the screen's.

SMILES	MPTP inh
COCOCCn1cc(CN2CCS(=O)(=O)N(Cc3ccc(-c4ccc(C)cc4)cc3)C(C)C2=O)nn1 (stereo unspecified)	-0.3
CN(Cc1ccccn1)C(=O)c1cc(COc2ccc(F)c(F)c2)on1	0.3
CCOC(=O)C1(C)CCCN(C(=O)c2cc(C)oc2C)C1 (stereo unspecified)	-0.7
COc1cccc(NC(=O)C2(C)CCN2C(=O)CCC2CCCC2)c1 (stereo unspecified)	0.9
CCOC(=O)C1CCCN(C(=O)c2cncc(Br)c2)CC1 (stereo unspecified)	0.4
C[C@@H]1CN([C@@H](C)CO)C(=O)CCCn2nncc2CO[C@@H]1CN(C)C(=O)Nc1ccc2c(c1)OCO2	-1.3
COc1ccc(C(O)c2nc(-c3ccc(OC)nc3)cs2)cc1 (stereo unspecified)	1.8
O=C(NC1CCS(=O)(=O)C1)c1cc2c(=O)n3ccccc3nc2n1Cc1ccccc1 (stereo unspecified)	0.2
O=C(Nc1ccc(F)cc1)C(c1ccnc2ccccc12)N1CCN(CC(=O)N2CCCC2)CC1 (stereo unspecified)	-1.2
CC(C)CCN1CCC[C@]2(N[C@H](c3ccc(C(F)(F)F)cc3)[C@@H]3C(=O)N(Cc4ccccc4)C(=O)[C@@H]32)C1=O	1.3
COc1ccc(CN2C(=O)C(CC(=O)NCCCN(C)C)CC(C(=O)N(C)C)=C2C)cc1 (stereo unspecified)	-0.4
COc1cc(F)ccc1-c1cc(C(=O)NCc2cc(C(F)(F)F)cc(C(F)(F)F)c2)[nH]n1	2.8
COc1ccc(COC[B-](F)(F)F)cc1	-0.3
COCc1cccc(-c2csc(C(O)c3ccc(F)c(F)c3)n2)c1 (stereo unspecified)	2.2
COc1cc(OC)nc(C(NC(=O)C2CCN(Cc3ccc(Oc4ccccc4)cc3)CC2)c2ccc(F)cc2)n1 (stereo unspecified)	3.1
COc1ccc(NC(=O)C2(C)CCN2CCOc2ccccc2)cc1OC (stereo unspecified)	1.1
CCC(=O)c1ccc(OCC(=O)OC(C)C(=O)Nc2c(C)n(C)n(-c3ccccc3)c2=O)cc1 (stereo unspecified)	-1.3
O=C(Nc1ccc2c(c1)OCO2)c1csc([C@H]2C[C@H](O)[C@@H](CO)O2)n1	-0.2
Cc1cn([C@H]2C[C@H](O)[C@@H](CNCc3cc(Cl)ccc3OCc3ccc(Cl)cc3)O2)c(=O)[nH]c1=O	-1.2
O=S1(=O)CC(N2CCCCC2)CN1Cc1ccccc1 (stereo unspecified)	0.6
CC(C)n1c(=O)nc(-c2ccccc2)c2cc3c(cc21)OCO3	0.7
CCCNC(=O)c1cc(C2CCCCN2S(C)(=O)=O)on1 (stereo unspecified)	-0.1
Cc1cccc(NC(=O)c2ncn3c2C(=O)N(C)CC3)c1	-1.9
CSc1ccc(OC2(C)CCN(Cc3ccc(OC(F)(F)F)cc3)C2)cc1 (stereo unspecified)	1.7
CC(C)C[C@@H]1Cc2[nH]c(=S)[nH]c(=O)c2[C@H](CCc2ccccc2)O1	0.6
The list goes on.
SMILES	MPTP inh
CCCCN1C(=O)C(CC(=O)NCCCN(C)C)CC(C(=O)N2CCCCCC2)=C1C (stereo unspecified)	-1.4
CC1(C(=O)NCC2CC2)Cc2c(-c3cccc(C(F)(F)F)c3)ccnc2O1 (stereo unspecified)	-0.5
CC(=O)N1CCN(S(=O)(=O)c2cccc(C(=O)OCC(=O)NCc3ccccc3Cl)c2)CC1	-0.9
COc1ccc(OC)c(S(=O)(=O)NC(=O)C2(C)CCN2C(=O)c2ccco2)c1 (stereo unspecified)	0.8
CCOC(=O)[C@]12CCCC=C1N(CCC1=CCCCC1)C(=O)[C@H](CC(=O)NCc1ccc(C)o1)C2	-2.0
Nc1ncnc2c1ncn2[C@@H]1O[C@H](CCC(=O)NCc2ccccc2)[C@@H](O)[C@H]1O	-1.4
Cn1c(=O)oc2cc(S(=O)(=O)Nc3ccc(C(=O)O)cc3)ccc21	-0.4
Cc1ccc(C(=O)NCC(=O)OCCCn2c(=O)[nH]c3ccccc32)cc1C	0.8
COc1cc(C(=O)NCCNc2nc3c(C)cccc3cc2C#N)cc(OC)c1OC	0.8
COc1ccc(-c2oc3c(c2C(=O)OCCCO)C(OCCO)CCC3)cc1 (stereo unspecified)	-1.6
COc1cc(C)ccc1OCc1cc(C(=O)NC2CCOCC2)no1	-1.5
Cc1cccc(NC(=O)C(C)OC(=O)CNC(=O)C2CCCCC2)c1 (stereo unspecified)	0.6
C[C@H]1CN([C@@H](C)CO)C(=O)CCCn2nncc2CO[C@@H]1CN(C)Cc1ccc(C(=O)O)cc1	-0.6
COc1ccc(C(=O)N2CCC(C)(C(=O)NS(=O)(=O)C3CC3)C2)cc1F (stereo unspecified)	-1.5
Cc1cc(C)cc(Cn2c3ccc(NC(=S)NCc4ccccc4F)cc3c(=O)n2C)c1	0.7
CNc1ccc(-c2ccccc2OC)cn1	0.5
C#CCN(C[C@@H]1[C@@H](OC(=O)NCc2ccccc2F)[C@@H](OC(=O)NCc2ccccc2F)Cn2c(=O)ccc(=O)n21)S(=O)(=O)c1ccc(C)cc1	0.4
Cc1ccc(CN2CCCC2(C)C(=O)NC(C)C)cc1 (stereo unspecified)	0.4
COCc1cccc(-c2csc(C(NC(C)=O)c3cccc(F)c3)n2)c1 (stereo unspecified)	-0.5
CC1(Oc2cccc(F)c2)CCN(Cc2ccc(-c3ccccn3)cc2)C1 (stereo unspecified)	-0.1
Cc1ccc(OCC(=O)N2CCc3ccccc3C2)cc1C	0.4
Cc1cccc(C)c1NC(=O)C1C(c2ccccc2)=Nc2ccccc2N1C(=O)c1cnccn1 (stereo unspecified)	0.0
CC(=O)Nc1cc(-c2ccc(C(=O)NC3CC3)cc2)cn2c(-c3ccc(F)c(Cl)c3)cnc12	1.5
c1ccc(CNc2nc(NCCOc3ccccc3)c3sccc3n2)cc1	15.3
CC(C)=CCC[C@H](C)C[C@@H]1Cc2[nH]c(=S)[nH]c(=O)c2[C@@H](c2ccc(F)cc2)O1	0.1
(continued)
SMILES	MPTP inh
Cc1ccc(S(=O)(=O)N2CCCOC2CNC(=O)C(=O)NCCc2ccco2)cc1 (stereo unspecified)	0.6
CCCC(=O)N1CCCC1(C)C(=O)Nc1ccc2cn[nH]c2c1 (stereo unspecified)	-0.7
COc1ccc([C@H]2C[C@@H](O)[C@H](n3cc(COC(=O)c4ccccc4)nn3)CN2C(=O)c2cccs2)cc1	-1.0
CC1(C(=O)NS(=O)(=O)c2cccc(C#N)c2)CCN1C(=O)C1(c2ccccc2)CC1 (stereo unspecified)	-2.4
Cc1ccc(S(=O)(=O)N2C[C@H]3C(=O)C[C@@H](c4ccccc4)N(S(C)(=O)=O)[C@H]3C[C@H]2c2ccccc2)cc1	0.1
CC1C(=O)N(Cc2cn(Cc3ccco3)nn2)CCS(=O)(=O)N1Cc1ccc(-c2cccc(N(C)C)c2)cc1 (stereo unspecified)	-1.4
O=C1Nc2ccccc2C(=O)N(c2ccc3c(c2)OCCO3)C1C(=O)NC1CC1 (stereo unspecified)	5.3
Cc1ccccc1NS(=O)(=O)c1ccc2c(c1)CCC(=O)N2	-1.3
COC1=CC(=O)OC(c2cccc(C#N)c2)C1 (stereo unspecified)	1.0
Cc1nc(C(F)(F)F)ccc1C(=O)N1CCC1(C)C(=O)NCc1ccc(Cl)cc1 (stereo unspecified)	-0.5
CC(C)=C[C@H]1C[C@H](C)[C@H]2CC[C@H](C)c3c(O[C@@H]4O[C@@H](C)[C@@H](O)[C@@H](O)[C@@H]4O)c(O)c(C)c1c32	3.9
CCS(=O)(=O)N1Cc2cc(C(=O)NCCOC)nc(-c3cccc(-c4ccncc4)c3)c2[C@@H]1CCO	-0.3
COc1cc2oc(=O)cc(CN3CCN(c4ccc(Cl)c(Cl)c4)CC3)c2cc1Cl	0.3
CCCCNC(=O)C1(C)CCCCN1C(=O)c1c(F)ccc(C)c1F (stereo unspecified)	-0.3
Cc1ccc2nc(-c3ccc(Cl)cc3)c(Cc3cccc(Cl)c3)n2c1	1.4
O=C1C(=Cc2cn(-c3ccccc3)nc2-c2ccc(OCc3ccccc3)cc2)SC(=S)N1CCS(=O)(=O)O	2.1
Cn1nnc2cc(NC(=O)Nc3ccccc3F)ccc21	-0.7
C[C@@H]1CN([C@H](C)CO)C(=O)c2cc(Br)cnc2O[C@H]1CN(C)C(=O)Cc1ccncc1	-0.8
OCCN1CCN(CCCN2c3ccccc3CCc3ccccc32)CC1	-0.1
CCC(=O)c1ccc(OCC(=O)OCc2csc(CC(=O)Nc3ccccc3C)n2)cc1	-0.3
CCCCC(c1nc2ccccc2[nH]1)n1c(-c2ccccc2)nc2cc(C)c(C)cc21 (stereo unspecified)	3.6
CC1(Cc2ccc(F)cc2)C(=O)Nc2ccc(S(=O)(=O)NC3CCCCC3)cc21 (stereo unspecified)	-1.4
CC1=C(C(=O)N(C)C)CC(CC(=O)NC(c2ccccc2)c2ccccc2)C(=O)N1Cc1ccccc1 (stereo unspecified)	-1.0
CCCCNC(=O)C1C(c2ccc(C(F)(F)F)cc2)=Nc2ccccc2N1C(C)=O (stereo unspecified)	-1.7
CC1=C(C(=O)N(C)C)CC(CC(=O)NCCc2ccccn2)C(=O)N1CCCN1CCCC1=O (stereo unspecified)	-1.9
Remaining list, next part
SMILES	MPTP inh
Cc1cccc(C)c1NC(=O)C1(C)CSCC(=O)N1C1CCN(Cc2ccccc2)CC1 (stereo unspecified)	1.1
COc1ccc(NC(=O)C2Cc3c(-c4ccccc4Oc4ccccc4)ccnc3O2)cc1OC (stereo unspecified)	0.9
O=C(COC(=O)Cc1c[nH]c2ccccc12)Nc1cccc(Br)c1	2.6
O=c1cc(-c2ccccc2)oc2c1CCCC2	0.4
O=C1NC[C@H](CCCCN2CCN(CCc3ccccc3)C(=O)C2=O)N(Cc2ccccc2)C1=O	-1.6
Fc1ccc(-c2nc3c4ccccc4ccn3c2Cc2ccsc2)cc1	0.7
COc1ccccc1CCn1cnc(-c2ccc(Br)cc2)c1C(C)C	-1.5
C[C@@H]1CCCCO[C@@H](CN(C)Cc2ccccc2)[C@@H](C)CN([C@H](C)CO)C(=O)c2cc(N(C)C)ccc2O1	0.1
CC(C)N1CCCC(C)(C(=O)Nc2ccc3c(c2)OCO3)C1 (stereo unspecified)	-0.4
C#CCN(CC(=O)OCC)S(=O)(=O)CCNC1CC1	-1.0
CC(C)C[C@@H](CN1CCC[C@@H]1CN1C(=O)C(=O)NC[C@@H]1Cc1ccccc1)N1C[C@H](Cc2ccccc2)N(CC2CCCCC2)C(=O)C1=O	-2.0
CC1(C(=O)NS(=O)(=O)c2ccc(C#N)cc2)CCN1C(=O)Cc1cc(F)ccc1F (stereo unspecified)	-0.6
CNc1nc(Nc2ccc(C)cc2C)c2sccc2n1	0.2
Nc1sccc1C(=O)N1CCN(c2ccccc2)CC1	-2.8
c1ccc(Cn2ccnc2C2OCCO2)cc1	0.4
CC(=O)Nc1cnc(-c2ccc(O)cc2C)cn1	0.6
Cc1ccc(F)c(S(=O)(=O)NC(=O)C2(C)CCN2C(=O)Cc2cccc3ccccc23)c1 (stereo unspecified)	1.0
CC1=C(C(=O)N(C(C)C)C(C)C)CC(CC(=O)NCCc2ccccn2)C(=O)N1CCC1=CCCCC1 (stereo unspecified)	-0.8
Cc1ccc([C@H]2C[C@H](n3cc(-c4ccc(F)cc4)nn3)[C@@H](O)CN2C(=O)c2cccs2)cc1	-0.9
CSc1ccc(C(O)c2ncc(-c3ccccc3Cl)[nH]2)cc1 (stereo unspecified)	1.9
C[C@@H]1COc2cccc(N3CCC[C@@H]3CO)c2S(=O)(=O)N1	-2.3
O=C(c1[nH]c(C(F)(F)F)nc1-c1ccccc1)N1CCN(CCN2CCOCC2)CC1	0.3
Cn1c(=NC(=O)CS(=O)(=O)c2ccccc2)sc2cc(F)ccc21	0.1
CC(C)(C)NC(=O)C1C(c2ccc(C(F)(F)F)cc2)=Nc2ccccc2N1C(=O)c1cccc(C(F)(F)F)c1 (stereo unspecified)	2.1
COc1ccccc1-c1ccc2c(c1)C(C)(Cc1ccc(OC(F)(F)F)cc1)C(=O)N2 (stereo unspecified)	0.5
CC(C)CC(N)c1csc(NC(=O)Nc2ccccc2C(C)(C)C)n1 (stereo unspecified)	1.7
Brc1ccc2nc(-c3ccccc3)c(Cc3ccsc3)n2c1	-0.3
O=C(CCc1c[nH]c2ccccc12)N1CCN(S(=O)(=O)c2ccc([N+](=O)[O-])cc2)CC1	-2.4
CCOC1=C2CN(S(=O)(=O)c3ccc(Cl)cc3)[C@H](c3ccccc3)C[C@@H]2N(S(=O)(=O)c2ccc(C)cc2)[C@H](c2ccccc2)C1	1.0
COc1ccc(-c2cc3nc(NCc4ccc(NC(C)=O)cc4)n(C)c(=O)c3s2)cc1OC	2.1

Bioassay records from PubChem.
